Screening data as filed in PubChem.
mHTT-CaM PPI inh – mHTT-calmodulin interaction abrogation. P42858. AlphaScreen His-mHTT/GST-CaM binding, luminescence. inhibition, % at 15 µM. 3.6% of 190,000 active;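 also: 0% = both proteins with DMSO and 100% = one protein alone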
Target sequence (P42858 whole entry, looked up, stated change not applied): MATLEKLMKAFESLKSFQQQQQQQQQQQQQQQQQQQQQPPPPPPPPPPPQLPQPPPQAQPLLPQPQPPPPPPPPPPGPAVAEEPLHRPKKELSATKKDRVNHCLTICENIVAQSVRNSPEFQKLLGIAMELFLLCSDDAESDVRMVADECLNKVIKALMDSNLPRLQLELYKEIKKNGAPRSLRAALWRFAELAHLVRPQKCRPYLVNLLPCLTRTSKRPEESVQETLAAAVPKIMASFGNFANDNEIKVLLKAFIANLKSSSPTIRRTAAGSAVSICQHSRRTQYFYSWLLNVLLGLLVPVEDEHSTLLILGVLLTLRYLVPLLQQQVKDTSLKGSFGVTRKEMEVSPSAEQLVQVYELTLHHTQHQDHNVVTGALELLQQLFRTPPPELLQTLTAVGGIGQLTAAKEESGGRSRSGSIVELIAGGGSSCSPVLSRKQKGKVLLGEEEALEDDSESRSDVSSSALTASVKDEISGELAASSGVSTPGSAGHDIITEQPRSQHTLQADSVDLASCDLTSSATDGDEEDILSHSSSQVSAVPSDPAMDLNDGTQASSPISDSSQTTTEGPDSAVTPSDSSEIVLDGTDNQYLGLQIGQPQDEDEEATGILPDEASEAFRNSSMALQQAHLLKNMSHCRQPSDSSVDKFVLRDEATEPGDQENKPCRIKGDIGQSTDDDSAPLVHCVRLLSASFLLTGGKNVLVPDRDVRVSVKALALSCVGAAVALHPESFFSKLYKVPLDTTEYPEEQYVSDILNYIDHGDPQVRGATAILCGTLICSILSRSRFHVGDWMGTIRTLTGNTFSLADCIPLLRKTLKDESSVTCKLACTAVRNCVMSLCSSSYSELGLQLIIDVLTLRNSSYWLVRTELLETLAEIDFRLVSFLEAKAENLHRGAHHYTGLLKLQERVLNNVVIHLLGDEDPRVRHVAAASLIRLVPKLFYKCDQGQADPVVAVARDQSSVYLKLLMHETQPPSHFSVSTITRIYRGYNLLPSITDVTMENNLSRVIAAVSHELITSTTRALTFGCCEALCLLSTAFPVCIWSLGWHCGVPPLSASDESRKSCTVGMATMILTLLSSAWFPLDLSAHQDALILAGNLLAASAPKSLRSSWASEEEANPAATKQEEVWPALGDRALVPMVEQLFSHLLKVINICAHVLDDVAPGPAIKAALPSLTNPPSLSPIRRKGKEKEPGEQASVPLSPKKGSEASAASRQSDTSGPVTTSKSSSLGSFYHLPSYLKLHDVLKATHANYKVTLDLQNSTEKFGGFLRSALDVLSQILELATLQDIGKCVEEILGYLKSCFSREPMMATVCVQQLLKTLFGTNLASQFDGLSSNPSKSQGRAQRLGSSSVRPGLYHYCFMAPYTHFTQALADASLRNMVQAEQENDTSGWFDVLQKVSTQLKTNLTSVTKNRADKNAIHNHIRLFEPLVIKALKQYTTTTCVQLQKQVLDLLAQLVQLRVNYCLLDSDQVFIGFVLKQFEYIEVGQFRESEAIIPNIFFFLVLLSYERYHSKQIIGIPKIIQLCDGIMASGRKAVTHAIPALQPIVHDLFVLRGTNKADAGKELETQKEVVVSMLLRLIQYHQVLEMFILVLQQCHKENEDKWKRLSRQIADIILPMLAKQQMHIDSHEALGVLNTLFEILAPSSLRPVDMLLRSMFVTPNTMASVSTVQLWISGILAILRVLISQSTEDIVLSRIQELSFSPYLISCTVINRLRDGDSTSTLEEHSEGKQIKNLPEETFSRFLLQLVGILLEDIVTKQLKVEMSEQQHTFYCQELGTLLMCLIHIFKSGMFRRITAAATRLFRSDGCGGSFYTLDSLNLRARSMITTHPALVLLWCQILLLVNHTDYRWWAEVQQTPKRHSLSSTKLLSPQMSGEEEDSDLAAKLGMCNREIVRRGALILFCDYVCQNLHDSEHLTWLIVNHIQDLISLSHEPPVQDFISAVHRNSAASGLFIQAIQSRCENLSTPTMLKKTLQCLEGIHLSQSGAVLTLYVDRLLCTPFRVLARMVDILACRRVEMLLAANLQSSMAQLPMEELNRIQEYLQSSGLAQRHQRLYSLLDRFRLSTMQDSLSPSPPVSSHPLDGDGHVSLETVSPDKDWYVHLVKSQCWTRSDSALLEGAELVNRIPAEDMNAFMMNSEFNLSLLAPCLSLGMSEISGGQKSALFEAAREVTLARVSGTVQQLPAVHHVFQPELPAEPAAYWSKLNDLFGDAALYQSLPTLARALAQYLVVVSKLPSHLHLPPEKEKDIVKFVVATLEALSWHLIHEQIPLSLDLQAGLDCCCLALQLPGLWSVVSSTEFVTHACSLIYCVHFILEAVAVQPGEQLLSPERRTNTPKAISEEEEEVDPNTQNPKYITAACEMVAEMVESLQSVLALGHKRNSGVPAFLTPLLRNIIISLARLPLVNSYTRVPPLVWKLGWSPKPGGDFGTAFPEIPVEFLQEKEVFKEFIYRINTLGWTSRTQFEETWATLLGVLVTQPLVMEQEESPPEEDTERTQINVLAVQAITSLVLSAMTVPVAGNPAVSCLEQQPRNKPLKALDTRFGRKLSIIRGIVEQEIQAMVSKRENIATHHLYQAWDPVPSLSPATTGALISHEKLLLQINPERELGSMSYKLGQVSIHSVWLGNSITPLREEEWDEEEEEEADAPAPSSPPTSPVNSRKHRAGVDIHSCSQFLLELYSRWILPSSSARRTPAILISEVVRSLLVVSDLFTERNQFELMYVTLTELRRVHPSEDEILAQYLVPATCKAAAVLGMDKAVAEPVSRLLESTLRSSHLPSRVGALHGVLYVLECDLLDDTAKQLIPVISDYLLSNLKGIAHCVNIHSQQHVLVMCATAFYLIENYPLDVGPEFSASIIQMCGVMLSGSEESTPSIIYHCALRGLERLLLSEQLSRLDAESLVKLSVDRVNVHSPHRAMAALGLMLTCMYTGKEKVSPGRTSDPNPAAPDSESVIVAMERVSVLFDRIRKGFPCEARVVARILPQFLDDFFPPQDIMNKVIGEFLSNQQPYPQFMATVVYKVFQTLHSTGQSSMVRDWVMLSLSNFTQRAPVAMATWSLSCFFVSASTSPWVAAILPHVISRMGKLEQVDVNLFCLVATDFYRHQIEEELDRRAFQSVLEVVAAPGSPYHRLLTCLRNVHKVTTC
Pf apPOL inh – Pf-apPOL DNA polymerase inhibition; Recombinant Pf-apPOL, molecular beacon fluorescence, 1.5 h; inhibition, % at 10 µM; 0.25% of 210,000 active; AID 1794808
An asterisk follows results filed as active; & = joins results of further samples. Rule as the data show it: active = inhibition above about 50%; inactive = the rest.

What do the screens show for `O=C1Nc2cc(C(=O)N3CCC4(CC3)OCCO4)ccc2SC1N1CCOCC1` (centres undefined)?
mHTT-CaM PPI inh: -5; Pf apPOL inh: -12

Results for Clc1ccc(C2=CC(c3ccccc3)n3ncnc3N2)cc1 (centres undefined) ?
mHTT-CaM PPI inh: -2&1; Pf apPOL inh: 0

Results for N#Cc1ccc(CN2CCCC(c3nc(-c4cccnc4)n[nH]3)C2)cc1 (centres undefined) ?
mHTT-CaM PPI inh: -12; Pf apPOL inh: 6

How did CC(C)CN1CCN(Cc2cc(=O)[nH]c(-c3ccccc3)n2)CC1 do in these assays?
mHTT-CaM PPI inh: -4; Pf apPOL inh: -5

How did NS(=O)(=O)c1ccc(CCNC(=O)CCCn2c(=O)[nH]c3ccccc3c2=O)cc1 do in these assays?
mHTT-CaM PPI inh: -7; Pf apPOL inh: -9

Results for CC1CCC2(CC1)NC(=O)N(CC(=O)Nc1ccc(Br)cc1)C2=O (centres undefined) ?
mHTT-CaM PPI inh: -2; Pf apPOL inh: -4

What do the screens show for `Cc1nc2cc(NS(=O)(=O)c3ccc(Cl)c(C(F)(F)F)c3)ccc2s1`?
mHTT-CaM PPI inh: 10; Pf apPOL inh: 2

How did Cc1ccc2sc(-c3ccc(NCc4ccncc4)cc3)nc2c1 do in these assays?
mHTT-CaM PPI inh: -7; Pf apPOL inh: -4

What do the screens show for `Cc1cc(C(=O)NC2CCCC(C)C2C)c2ccccc2n1` (centres undefined)?
mHTT-CaM PPI inh: 11; Pf apPOL inh: -5

How did CCCNC(=O)NCCC1CCN(S(=O)(=O)c2ccccc2)CC1 do in these assays?
mHTT-CaM PPI inh: 31; Pf apPOL inh: -2

What do the screens show for `CC(C)CC(C)c1cc(N)nc2nc3ccccc3n12` (centres undefined)?
Pf apPOL inh: 8&-1

Results for O=C(NCCC(O)C(=O)O)OCc1ccccc1 (centres undefined) ?
Pf apPOL inh: 2

Results for CCCN1CCN(c2ncc3c(n2)CCN(Cc2cccc(OC)c2OC)C3)CC1 ?
mHTT-CaM PPI inh: 24; Pf apPOL inh: -2

How did O=C(Nc1cccc(N=Cc2cccc([N+](=O)[O-])c2O)c1)c1ccco1 do in these assays?
mHTT-CaM PPI inh: 34; Pf apPOL inh: -2

What do the screens show for `Cc1ccc2c(Nc3ccc(C)c(F)c3)c(C(=O)N3CCSCC3)cnc2n1`?
mHTT-CaM PPI inh: 8; Pf apPOL inh: 0

How did COC(=O)c1sccc1NC(C)=O do in these assays?
Pf apPOL inh: 2

Results for Cc1cc(NC(=O)c2ccccc2Cl)ccc1I ?
mHTT-CaM PPI inh: -29; Pf apPOL inh: -11

What do the screens show for `COc1ccc(NC(=O)CN2C(=O)C(c3ccccc3)=NC23CCCCCC3)cc1`?
mHTT-CaM PPI inh: 9; Pf apPOL inh: -11

Results for O=[N+]([O-])c1cccc(S(=O)(=O)Nc2nc3ccccc3n3nnnc23)c1 ?
mHTT-CaM PPI inh: -7; Pf apPOL inh: -1

Results for CC(=O)N1CCN(c2ccc([N+](=O)[O-])c(NCc3ccccc3)c2)CC1 ?
mHTT-CaM PPI inh: 32; Pf apPOL inh: -10

How did O=[N+]([O-])/C(C(=C(Cl)Cl)N1CCOCC1)=C1\NCCO1 do in these assays?
mHTT-CaM PPI inh: 5; Pf apPOL inh: -6

What do the screens show for `C=CSc1sc(Cl)c(N2CCCC2)c1[N+](=O)[O-]`?
mHTT-CaM PPI inh: 75*; Pf apPOL inh: 6

Results for COc1ccc(C(=O)Nc2nnc(CC(C)(C)C)s2)cc1OC ?
mHTT-CaM PPI inh: 6; Pf apPOL inh: -12

What do the screens show for `CN(C)c1c(F)cc(-c2nn[nH]n2)cc1F`?
Pf apPOL inh: -6

Results for Cc1ccc2nc(C(=O)NCc3ccc(Cl)cc3)cn2c1 ?
mHTT-CaM PPI inh: -3; Pf apPOL inh: -3

Results for Clc1ccc(C(c2ccccc2)N2CCNCC2)cc1 (centres undefined) ?
Pf apPOL inh: -14

How did CCCS(CC1CC1(Cl)Cl)=NS(=O)(=O)c1ccc(C)cc1 (centres undefined) do in these assays?
mHTT-CaM PPI inh: 3; Pf apPOL inh: -1

Results for Nc1nc(=S)n2c(n1)oc1ccccc12 ?
mHTT-CaM PPI inh: -6

Results for COc1ccc(/C(N)=N/OC(=O)c2ccc(C)c(C)c2)cc1 ?
mHTT-CaM PPI inh: inactive; Pf apPOL inh: -4

How did Cc1c(NC(=O)c2ncn[nH]2)c(=O)n(-c2ccccc2)n1C do in these assays?
mHTT-CaM PPI inh: -1; Pf apPOL inh: 0

What do the screens show for `CCCN1CCN(C(=O)C2CCN(c3nnc(-c4ccc(C)cc4)o3)CC2)CC1`?
mHTT-CaM PPI inh: 15; Pf apPOL inh: -3

Results for Cc1cccc(-c2nc3n(n2)C(c2ccccc2Cl)C2=C(CCCC2=O)N3)c1 (centres undefined) ?
mHTT-CaM PPI inh: -5; Pf apPOL inh: -6

Results for CN1CCN(C(=O)c2csc(COc3ccccc3F)n2)CC1 ?
mHTT-CaM PPI inh: 6; Pf apPOL inh: -1

What do the screens show for `COc1ccc(C(Nc2ccccn2)c2ccc3ccc(C)nc3c2O)cc1` (centres undefined)?
mHTT-CaM PPI inh: 72*; Pf apPOL inh: -1&2

Results for O=C(O)Cn1cc(Cl)c([N+](=O)[O-])n1 ?
mHTT-CaM PPI inh: -3

How did Cc1ccc2nc(N3CCC(C(=O)NCCc4ccc(Cl)cc4)CC3)[nH]c2c1 do in these assays?
mHTT-CaM PPI inh: 9; Pf apPOL inh: -9

How did Cc1ccccc1C(=O)Nc1ccc(O)c(-c2nc3ccccc3s2)c1 do in these assays?
mHTT-CaM PPI inh: 10; Pf apPOL inh: -5

How did Cc1cccc(NC(=O)COc2ccc(Cl)cc2Cl)c1C do in these assays?
mHTT-CaM PPI inh: -5; Pf apPOL inh: 3

What do the screens show for `CCCCOc1ccc(S(=O)(=O)Nc2ccc(C(=O)O)cc2)cc1`?
mHTT-CaM PPI inh: 3; Pf apPOL inh: -9

How did Cc1nc(-c2ccccc2)sc1C(=O)N1CCC(CC(=O)NC2CCCCC2)CC1 do in these assays?
mHTT-CaM PPI inh: 24; Pf apPOL inh: -6

What do the screens show for `O=C(C1CC(=O)N(c2ccc(F)c(Cl)c2)C1)N1CCN(c2ccccc2)CC1` (centres undefined)?
mHTT-CaM PPI inh: 1; Pf apPOL inh: 0

Results for COCc1cc(=O)[nH]c(SCC(=O)c2cc3ccccc3o2)n1 ?
Pf apPOL inh: -10

What do the screens show for `CCCc1ccc(S(=O)(=O)N2CCC(CN3CCCCCC3)CC2)cc1`?
mHTT-CaM PPI inh: -4; Pf apPOL inh: 3

What do the screens show for `CN(C)C1CN(C(=O)c2ccccc2)CCC1(O)c1ccccc1` (centres undefined)?
mHTT-CaM PPI inh: -1; Pf apPOL inh: -12

Results for COc1ccc(C2N(c3ccc(OC)cc3)C(=O)C3CCCN32)cc1 (centres undefined) ?
mHTT-CaM PPI inh: 5; Pf apPOL inh: 2

What do the screens show for `CC(=O)c1ccc(NC(=O)c2ccc([N+](=O)[O-])c(C)c2)cc1`?
mHTT-CaM PPI inh: -8; Pf apPOL inh: 5

How did COc1ccc(N2CCN(CCCNC(=O)C3=C(C)C(=O)OC34CCCCC4)CC2)cc1 do in these assays?
mHTT-CaM PPI inh: 44; Pf apPOL inh: -3

Results for Nc1ncnc2c1nc(Cl)n2[C@@H]1O[C@H](CO)[C@@H](O)[C@H]1O ?
mHTT-CaM PPI inh: -6

Results for O=C(C1CC1)N1CCN(C(=O)C2COCC(=O)N2Cc2ccccc2)CC1 (centres undefined) ?
mHTT-CaM PPI inh: -8; Pf apPOL inh: 4

How did COC(=O)c1cccc(NC(=O)c2nc(C)oc2C)c1 do in these assays?
mHTT-CaM PPI inh: -8; Pf apPOL inh: -2

Results for COc1cc(F)ccc1S(=O)(=O)n1cnc2cc([N+](=O)[O-])ccc21 ?
mHTT-CaM PPI inh: 3; Pf apPOL inh: 0

Results for CC(=O)N1CCN(c2ccc(NC(=O)c3cccc(Br)c3)cc2)CC1 ?
mHTT-CaM PPI inh: 2; Pf apPOL inh: -7

How did O=C(Nc1ccc(Cl)cc1Cl)c1cccnc1SCCS(=O)(=O)c1ccc(C(F)(F)F)cn1 do in these assays?
Pf apPOL inh: 1

What do the screens show for `Cc1ccc(C(=O)Nc2ccc(C)cc2[N+](=O)[O-])c(Cl)c1`?
mHTT-CaM PPI inh: 1; Pf apPOL inh: -1

Results for CCc1nnc2ccc(-c3noc(-c4cccc(F)c4)n3)cn12 ?
mHTT-CaM PPI inh: -3; Pf apPOL inh: -9

What do the screens show for `O=C(NCC1CCCO1)c1ccc2ncnc(N3CCCC3)c2c1` (centres undefined)?
mHTT-CaM PPI inh: -11; Pf apPOL inh: 4

How did O=C(Cn1cnc([N+](=O)[O-])n1)Nc1c(F)cc(F)cc1Br do in these assays?
mHTT-CaM PPI inh: -2; Pf apPOL inh: 0

What do the screens show for `Cc1nc2cc(N3CC(C(=O)NCc4ccccc4C)CC3=O)ccc2o1` (centres undefined)?
mHTT-CaM PPI inh: -3; Pf apPOL inh: -6

How did O=C1Nc2ccc(Cl)cc2/C1=C/c1ccc(Cl)cc1Cl do in these assays?
mHTT-CaM PPI inh: 24; Pf apPOL inh: 0

Results for CCOC(=O)c1sc(NC(=O)C(C)C)c(C(=O)OCC)c1C ?
mHTT-CaM PPI inh: -13

15 consecutive compounds out of the list so far, quoted:
What do the screens show for `CCCc1ccc(S(=O)(=O)N2CCC(CN3CCCCCC3)CC2)cc1`?
mHTT-CaM PPI inh: -4; Pf apPOL inh: 3

What do the screens show for `CN(C)C1CN(C(=O)c2ccccc2)CCC1(O)c1ccccc1` (centres undefined)?
mHTT-CaM PPI inh: -1; Pf apPOL inh: -12

Results for COc1ccc(C2N(c3ccc(OC)cc3)C(=O)C3CCCN32)cc1 (centres undefined) ?
mHTT-CaM PPI inh: 5; Pf apPOL inh: 2

What do the screens show for `CC(=O)c1ccc(NC(=O)c2ccc([N+](=O)[O-])c(C)c2)cc1`?
mHTT-CaM PPI inh: -8; Pf apPOL inh: 5

How did COc1ccc(N2CCN(CCCNC(=O)C3=C(C)C(=O)OC34CCCCC4)CC2)cc1 do in these assays?
mHTT-CaM PPI inh: 44; Pf apPOL inh: -3

Results for Nc1ncnc2c1nc(Cl)n2[C@@H]1O[C@H](CO)[C@@H](O)[C@H]1O ?
mHTT-CaM PPI inh: -6

Results for O=C(C1CC1)N1CCN(C(=O)C2COCC(=O)N2Cc2ccccc2)CC1 (centres undefined) ?
mHTT-CaM PPI inh: -8; Pf apPOL inh: 4

How did COC(=O)c1cccc(NC(=O)c2nc(C)oc2C)c1 do in these assays?
mHTT-CaM PPI inh: -8; Pf apPOL inh: -2

Results for COc1cc(F)ccc1S(=O)(=O)n1cnc2cc([N+](=O)[O-])ccc21 ?
mHTT-CaM PPI inh: 3; Pf apPOL inh: 0

Results for CC(=O)N1CCN(c2ccc(NC(=O)c3cccc(Br)c3)cc2)CC1 ?
mHTT-CaM PPI inh: 2; Pf apPOL inh: -7

How did O=C(Nc1ccc(Cl)cc1Cl)c1cccnc1SCCS(=O)(=O)c1ccc(C(F)(F)F)cn1 do in these assays?
Pf apPOL inh: 1

What do the screens show for `Cc1ccc(C(=O)Nc2ccc(C)cc2[N+](=O)[O-])c(Cl)c1`?
mHTT-CaM PPI inh: 1; Pf apPOL inh: -1

Results for CCc1nnc2ccc(-c3noc(-c4cccc(F)c4)n3)cn12 ?
mHTT-CaM PPI inh: -3; Pf apPOL inh: -9

What do the screens show for `O=C(NCC1CCCO1)c1ccc2ncnc(N3CCCC3)c2c1` (centres undefined)?
mHTT-CaM PPI inh: -11; Pf apPOL inh: 4

How did O=C(Cn1cnc([N+](=O)[O-])n1)Nc1c(F)cc(F)cc1Br do in these assays?
mHTT-CaM PPI inh: -2; Pf apPOL inh: 0

(continued)
What do the screens show for `O=C1CSC2(CCCCC2)N1c1ccc(F)cc1`?
mHTT-CaM PPI inh: 2; Pf apPOL inh: 6

Results for O=C1OC(c2ccc([N+](=O)[O-])cc2)=N/C1=C\c1ccc(Cl)cc1 ?
mHTT-CaM PPI inh: -2; Pf apPOL inh: -8

Results for CN(C)CCCN(C(=O)c1nc2ccccc2s1)c1nc2c(Cl)cccc2s1 ?
mHTT-CaM PPI inh: 25; Pf apPOL inh: 11

What do the screens show for `O=C(Nc1ccc(O)c(-c2nc3ccccc3s2)c1)c1cc2ccccc2o1`?
mHTT-CaM PPI inh: -3; Pf apPOL inh: -9

Results for Cc1c(Cl)cccc1N1CCN(C(=O)C2CCC2)C(C)C1=O (centres undefined) ?
mHTT-CaM PPI inh: -2; Pf apPOL inh: 2

How did COc1ccc(C=C2Oc3cc(OS(=O)(=O)c4ccccc4)ccc3C2=O)cc1OC do in these assays?
mHTT-CaM PPI inh: -7; Pf apPOL inh: 3

What do the screens show for `N#Cc1cccc(C(=O)N2CCCn3nc(-c4ccc(Cl)cc4)cc3C2)c1`?
mHTT-CaM PPI inh: 55*; Pf apPOL inh: 0

What do the screens show for `O=C(Nc1ccc2c(c1)OCO2)C(c1ccccc1)N1CCN(C(=O)c2ccco2)CC1` (centres undefined)?
mHTT-CaM PPI inh: 12; Pf apPOL inh: -3

How did Cc1ncc(CSCC(=O)Nc2cc(C(F)(F)F)ccc2Cl)c(CO)c1O do in these assays?
Pf apPOL inh: -3

Results for CCOC(=O)N1CCN(C(=O)c2ccc(C)c(Cl)c2)CC1 ?
mHTT-CaM PPI inh: -3; Pf apPOL inh: -4

Results for CCc1ccccc1NC(=O)c1cc2c(CO)cnc(C)c2oc1=Nc1cc(OC)cc(OC)c1 ?
mHTT-CaM PPI inh: 6; Pf apPOL inh: -1

What do the screens show for `O=[N+]([O-])c1cccc(C(Nc2ccccn2)c2ccc3cccnc3c2O)c1` (centres undefined)?
mHTT-CaM PPI inh: 100*; Pf apPOL inh: -3

How did O=C(CSc1nnc(-c2ccco2)o1)N1CCc2ccccc21 do in these assays?
mHTT-CaM PPI inh: 1; Pf apPOL inh: -3

How did O=S(=O)(Nc1cc(Cl)ccc1Cl)c1ccc(Cl)cc1 do in these assays?
mHTT-CaM PPI inh: -3

What do the screens show for `Clc1ccc(CSc2nccn2Cc2ccccc2)cc1`?
mHTT-CaM PPI inh: 23; Pf apPOL inh: -20

An excerpt, so the mix of outcomes need not match the whole.
